PHOSPHO1 inh: PubChem AID 1565; 290,000 compounds, 1.1% hits; inhibition, % at 13.3 µM; recombinant PHOSPHO1, absorbance phosphatase assay; in the data active = inhibition above about 60%
Target sequence (Q8TCT1 whole entry, looked up): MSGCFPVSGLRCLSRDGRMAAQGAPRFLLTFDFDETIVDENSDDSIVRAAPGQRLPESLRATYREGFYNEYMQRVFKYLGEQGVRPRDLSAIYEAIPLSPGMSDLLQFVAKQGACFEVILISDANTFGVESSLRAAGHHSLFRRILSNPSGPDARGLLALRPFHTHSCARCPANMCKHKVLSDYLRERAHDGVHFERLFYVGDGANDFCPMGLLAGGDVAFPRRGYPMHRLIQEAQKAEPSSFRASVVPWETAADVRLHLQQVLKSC
OXTR ag: human OXTR agonists, primary screen, fluorescence, CHO-OTR cells, Fluo-8 calcium; Fluo-8 calcium fluorescence; normalized: DMSO 0%, oxytocin 100%; activation, % at 3 µM; 320,000 compounds, 0.32% hits; AID 2435, 2010; Oxytocin receptor (Homo sapiens), P30559;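 active = activation above the mean of all tested compounds plus 3 SD, cutoff set per screening run, cut at about 20% in these data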;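 note: peak over basal fluorescence ratio from a 100 s FLIPR kinetic read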
Target sequence (P30559 whole entry, looked up): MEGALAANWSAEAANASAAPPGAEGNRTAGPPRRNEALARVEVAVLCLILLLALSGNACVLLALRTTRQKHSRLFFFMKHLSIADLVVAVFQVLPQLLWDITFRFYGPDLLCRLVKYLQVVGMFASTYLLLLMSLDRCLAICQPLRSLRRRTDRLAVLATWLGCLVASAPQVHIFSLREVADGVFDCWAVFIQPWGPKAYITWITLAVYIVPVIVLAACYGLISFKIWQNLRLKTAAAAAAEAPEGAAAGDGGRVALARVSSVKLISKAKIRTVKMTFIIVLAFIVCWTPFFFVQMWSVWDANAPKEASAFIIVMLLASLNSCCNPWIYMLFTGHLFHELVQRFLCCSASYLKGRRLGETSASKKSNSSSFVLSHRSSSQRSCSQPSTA
MEKK2mut PB1 HTS: MEK5 binding signal on mutant MEKK2 PB1, primary screen, biochemical, multiplex bead flow cytometry, Alexa488-MEK5 | percent response, % at 10 µM | Alexa488-MEK5 binding to MEKK2 mutant | AID 1530, 2009 | 290,000 compounds, 0.35% hits; in the data active = percent response above about 24%, passing the limit was not always enough; note: inactives centre near 1; some results filed as inactive read as strong as hits; reference of the scale not given here
V1aR counter: agonists of human V1a receptor, primary screen, counter-screen for OXTR agonist project, fluorescence, CHO-V1R cells; activation, % at 3 µM; AID 2797, 2010; 320,000 compounds, 0.25% hits; Fluo-8 calcium fluorescence, agonist mode; 0% DMSO, 100% 3 nM vasopressin; Vasopressin V1a receptor (Homo sapiens), P37288;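 active = activation above the mean activation of all tested compounds plus 3 SD, per screening run, cut at about 20% in these data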;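 note: signal is peak over basal fluorescence ratio across a 100 second FLIPR read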
NALP1 inh: NALP1 inflammasome inhibitors in reconstituted yeast, colorimetric, S. cerevisiae, triplicate retest | S. cerevisiae NALP1/ASC/caspase-1 growth, X-gal OD620, 72 h | inhibition, % at 10 µM | 280,000 compounds, 0.61% hits | AID 2071, 2009; in the data active = inhibition mostly above about 24%, no sharp cut-off; inactive = mostly below about 32%; note: some compounds called inactive have numbers as strong as hits
GPR7 antag: GPR7 receptor antagonists, primary screen, cell-based, fluorescence, single concentration; inhibition, % at 4.4 µM; Neuropeptides B/W receptor type 1 (Homo sapiens), P48145; 290,000 compounds, 1.1% hits; GPR7-expressing cells, fluorescence antagonist assay; AID 1861, 2009; in the data active = inhibition above about 16%, passing the limit was not always enough;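 note: cells stimulated with the agonist NPW; 0% = agonist with vehicle and 100% = vehicle without agonist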
MEKK2wt PB1 HTS: modulators of MEK5 binding to wildtype MEKK2, primary screen, biochemical, multiplex bead flow cytometry, Alexa488-MEK5 | Mitogen-activated protein kinase kinase kinase 2 (Homo sapiens), Q9Y2U5 | Alexa488-MEK5 binding to MEKK2 WT; actives lie on both sides | 290,000 compounds, 1.1% hits | binding response (% of control), % at 10 µM; in the data active = binding response below about 67% or above about 130%
MEKK3 PB1 HTS: modulators of MEKK3-MEK5 PB1 binding, primary screen, biochemical, wildtype MEKK3, multiplex bead flow cytometry, Alexa488-MEK5; Mitogen-activated protein kinase kinase kinase 3 (Homo sapiens), Q99759; bead-based flow cytometry, Alexa488-MEK5 binding to MEKK3; actives lie on both sides; 0 = blocked by unlabeled MEK5, 100 = vehicle; binding response (% of control), % at 10 µM; 290,000 compounds, 1.4% hits; AID 1529, 2009;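 active = binding response more than 3 SD above or below the average of its plate-row segment, actives on both sides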;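 note: Alexa488 bead fluorescence after subtracting the streptavidin-only scavenger bead signal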
GalR3 antag: GalR3 antagonists in HEK293 cells, primary screen, cell-based, fluorescence readout; inhibition, % at 3 µM; HEK293 GalR3-CNG cAMP membrane potential fluorescence; galR3 body fused to GalR1 C-terminus; 360,000 compounds, 0.44% hits; AID 651719, 2012;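 active = inhibition above the screen-wide average plus 3 SD, cut at about 13% in these data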;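 note: forskolin and galanin both at EC90 stimulate the cells; cAMP rise reported by CNG channel membrane potential dye signal; 0% = forskolin plus galanin with DMSO and 100% = forskolin alone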
* marks the source's active call; other numbers are inactive results; / = not tested or not shown. Not a hit list; overall some 5.4% were active at least once.

Sample of the layout:
Key to letters – A = PHOSPHO1 inh; B = OXTR ag; C = MEKK2mut PB1 HTS; D = V1aR counter; E = NALP1 inh; F = GPR7 antag; G = MEKK2wt PB1 HTS; H = MEKK3 PB1 HTS; I = GalR3 antag
(1) COc1ccc(-c2nc(C=O)cs2)cc1
  A: 19.7; B: -0.1; C: 6.0; D: 0.7; E: -49.2; F: -5.1; G: 109.0; H: 106.0; I: -3.9

(2) CN(C(=O)c1cccs1)c1ccc(OCC(=O)Nc2ccc(C(=O)O)cc2)cc1
  A: 24.0; B: 0.6; C: 8.0; D: 0.8; E: -9.5; F: -6.3; G: 106.0; H: 105.0; I: -4.1

(3) COc1ccc(CNC(=O)C2CCCN2S(=O)(=O)c2ccccc2)cc1 (configuration not stated)
  A: -13.4; B: -0.2; C: 1.0; D: -0.2; E: 11.4; F: -5.4; G: 99.0; H: 104.0; I: -7.4

(4) O=C(c1ccc([N+](=O)[O-])s1)N1CCN(c2ccccn2)CC1
  A: 17.4; B: 0.8; C: -4.0; D: 1.0; E: -5.8; F: 3.7; G: 98.0; H: 100.0; I: -8.2

(5) Cc1cc(SCC(=O)OCC(=O)c2c(N)n(C)c(=O)n(C)c2=O)c(C)cc1Br
  A: -10.2; B: -1.9; C: -3.0; D: 0.1; E: 9.7; F: -12.2; G: 94.0; H: 101.0; I: -2.9

(6) CCSc1nnc(NS(=O)(=O)c2ccc(OC)cc2)s1
  A: -8.2; B: 0.8; C: -8.0; D: 0.7; E: 3.3; F: -8.0; G: 104.0; H: 101.0; I: 8.7

(7) COc1cccc(/C=c2/s/c(=C(\C#N)C(=O)N3CCOCC3)n(-c3ccccc3)c2=O)c1
  A: 35.4; B: -0.6; C: -9.0; D: 0.5; E: 23.4; F: 6.5; G: 93.0; H: 98.0; I: -0.3

(8) CN(C)c1nc(N)c([N+](=O)[O-])c(NCC2CCCO2)n1 (configuration not stated)
  A: 55.7; B: -0.9; C: -2.0; D: -0.6; E: /; F: -17.1; G: 92.0; H: 92.0; I: -3.9

(9) O=C(O)CCNS(=O)(=O)c1ccc2ccccc2c1
  A: 1.3; B: 0.7; C: 5.0; D: 0.6; E: 2.5; F: -3.4; G: 110.0; H: 105.0; I: -5.9

Results, from the start:
Key to letters – A = PHOSPHO1 inh; B = OXTR ag; C = MEKK2mut PB1 HTS; D = V1aR counter; E = NALP1 inh; F = GPR7 antag; G = MEKK2wt PB1 HTS; H = MEKK3 PB1 HTS; I = GalR3 antag
(1) COc1ccc(-c2nc(C=O)cs2)cc1
  A: 19.7; B: -0.1; C: 6.0; D: 0.7; E: -49.2; F: -5.1; G: 109.0; H: 106.0; I: -3.9

(2) CN(C(=O)c1cccs1)c1ccc(OCC(=O)Nc2ccc(C(=O)O)cc2)cc1
  A: 24.0; B: 0.6; C: 8.0; D: 0.8; E: -9.5; F: -6.3; G: 106.0; H: 105.0; I: -4.1

(3) COc1ccc(CNC(=O)C2CCCN2S(=O)(=O)c2ccccc2)cc1 (configuration not stated)
  A: -13.4; B: -0.2; C: 1.0; D: -0.2; E: 11.4; F: -5.4; G: 99.0; H: 104.0; I: -7.4

(4) O=C(c1ccc([N+](=O)[O-])s1)N1CCN(c2ccccn2)CC1
  A: 17.4; B: 0.8; C: -4.0; D: 1.0; E: -5.8; F: 3.7; G: 98.0; H: 100.0; I: -8.2

(5) Cc1cc(SCC(=O)OCC(=O)c2c(N)n(C)c(=O)n(C)c2=O)c(C)cc1Br
  A: -10.2; B: -1.9; C: -3.0; D: 0.1; E: 9.7; F: -12.2; G: 94.0; H: 101.0; I: -2.9

(6) CCSc1nnc(NS(=O)(=O)c2ccc(OC)cc2)s1
  A: -8.2; B: 0.8; C: -8.0; D: 0.7; E: 3.3; F: -8.0; G: 104.0; H: 101.0; I: 8.7

(7) COc1cccc(/C=c2/s/c(=C(\C#N)C(=O)N3CCOCC3)n(-c3ccccc3)c2=O)c1
  A: 35.4; B: -0.6; C: -9.0; D: 0.5; E: 23.4; F: 6.5; G: 93.0; H: 98.0; I: -0.3

(8) CN(C)c1nc(N)c([N+](=O)[O-])c(NCC2CCCO2)n1 (configuration not stated)
  A: 55.7; B: -0.9; C: -2.0; D: -0.6; E: /; F: -17.1; G: 92.0; H: 92.0; I: -3.9

(9) O=C(O)CCNS(=O)(=O)c1ccc2ccccc2c1
  A: 1.3; B: 0.7; C: 5.0; D: 0.6; E: 2.5; F: -3.4; G: 110.0; H: 105.0; I: -5.9

(10) Cc1ccc(CC2C(=O)N(c3cc(C)ccc3C)C(=O)C2C)cc1 (configuration not stated)
  A: 18.7; B: -1.1; C: 1.0; D: 0.7; E: 10.7; F: -4.0; G: 100.0; H: 100.0; I: -10.4

(11) CNC(=O)COc1ccc(S(=O)(=O)Nc2ccc(OC)cc2)cc1
  A: 34.5; B: 0.8; C: -7.0; D: 1.0; E: 20.1; F: 7.2; G: 92.0; H: 92.0; I: 6.5

(12) Cc1nc(C)c(C(=O)C2=C(O)C(=O)N(CCCn3ccnc3)C2c2ccc(Cl)cc2)s1 (configuration not stated)
  A: 20.7; B: 0.1; C: 9.0; D: 0.6; E: 4.3; F: -2.5; G: 105.0; H: 102.0; I: 2.0

(13) Cc1ccc(-c2n[nH]c(=O)c3ccccc23)cc1S(=O)(=O)N(C)C
  A: 44.0; B: 1.9; C: 2.0; D: 1.9; E: 12.1; F: -16.6; G: 104.0; H: 105.0; I: -1.0

(14) CC(C)NC(=O)c1cc(-c2cccs2)on1
  A: 13.1; B: 1.9; C: 4.0; D: 1.6; E: 15.8; F: -2.6; G: 100.0; H: 99.0; I: -2.2

(15) CC(C(=O)N1CCCC1)c1ccc([N+](=O)[O-])cc1 (configuration not stated)
  A: 34.2; B: -0.2; C: -20.0; D: 0.8; E: 21.7; F: 18.4; G: 76.0; H: 74.0; I: -3.7

Later entries.
Key to letters – A = PHOSPHO1 inh; B = OXTR ag; C = MEKK2mut PB1 HTS; D = V1aR counter; E = NALP1 inh; F = GPR7 antag; G = MEKK2wt PB1 HTS; H = MEKK3 PB1 HTS; I = GalR3 antag
(16) O=C(CCc1ccccc1)Nc1ncc2c(n1)CCCC2=O
  A: 14.4; B: 0.6; C: -2.0; D: -0.2; E: 4.6; F: -0.8; G: 97.0; H: 97.0; I: -3.2

(17) CCOC(=O)c1cnc(N2CCN(C(=O)OCC)CC2)[nH]c1=O
  A: 10.4; B: 0.2; C: -2.0; D: 0.7; E: 4.0; F: -6.3; G: 102.0; H: 113.0; I: 6.5

(18) Cc1cc(C)n2cc(-c3ccc(Cl)cc3)c(C(=O)O)c2n1
  A: 12.0; B: -0.9; C: 13.0; D: 0.6; E: 2.3; F: -5.9; G: 107.0; H: 111.0; I: -3.3

(19) COc1ccc(CCNC(=O)C(=O)NCc2ccccc2)cc1OC
  A: 36.3; B: -0.5; C: /; D: -0.1; E: -17.4; F: -3.2; G: /; H: /; I: 3.6

(20) CCO/N=C(/c1nonc1N)N1CCN(c2ccc([N+](=O)[O-])cc2)CC1
  A: 0.3; B: -0.1; C: 5.0; D: 1.2; E: -24.9; F: 16.9; G: 118.0; H: 129.0*; I: -7.1

(21) CCOc1ccccc1NC(=O)C1CCN(C(=O)NCc2ccccc2)CC1
  A: -3.5; B: 2.0; C: 1.0; D: 0.6; E: 5.9; F: -17.0; G: 104.0; H: 103.0; I: -1.0

(22) COC(=O)c1ccc(CO/N=C/c2ccc(OC)cc2OC)cc1
  A: 28.4; B: -1.6; C: 2.0; D: -0.6; E: 23.8; F: -21.3; G: 104.0; H: 106.0; I: -6.5

(23) Cc1cccc(C)c1OCCN1CCCC1
  A: /; B: -0.3; C: 4.0; D: 1.5; E: /; F: -9.3; G: 108.0; H: 104.0; I: -9.2

(24) COc1ccccc1N1CCN(C(=O)c2cc3c(s2)CCC3)CC1
  A: 17.0; B: -2.6; C: 3.0; D: -0.5; E: 20.4; F: 10.9; G: 111.0; H: 106.0; I: 0.6
